# Assay outcomes as filed in PubChem.
# CCR6 antag = CCR6 receptor antagonists, primary screen, cell-based, CHO-K1, luminescence, beta-arrestin, uHTS. C-C chemokine receptor type 6 (Homo sapiens), P51684. CHO-K1 CCR6 PathHunter beta-arrestin, CCL20-stimulated. inhibition, % at 20 µM. 340,000 tested, 0.49% active. AID 493098, 2011;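 active = compounds whose inhibition of the agonist-driven luminescence signal at 20 µM reaches about 50%, limit read from the data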;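 also: cells stimulated with CCL20 at 14 nM final; plate controls were DMSO with CCL20 for no effect and DMSO without agonist for full effect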
# Target sequence (P51684 whole entry, looked up): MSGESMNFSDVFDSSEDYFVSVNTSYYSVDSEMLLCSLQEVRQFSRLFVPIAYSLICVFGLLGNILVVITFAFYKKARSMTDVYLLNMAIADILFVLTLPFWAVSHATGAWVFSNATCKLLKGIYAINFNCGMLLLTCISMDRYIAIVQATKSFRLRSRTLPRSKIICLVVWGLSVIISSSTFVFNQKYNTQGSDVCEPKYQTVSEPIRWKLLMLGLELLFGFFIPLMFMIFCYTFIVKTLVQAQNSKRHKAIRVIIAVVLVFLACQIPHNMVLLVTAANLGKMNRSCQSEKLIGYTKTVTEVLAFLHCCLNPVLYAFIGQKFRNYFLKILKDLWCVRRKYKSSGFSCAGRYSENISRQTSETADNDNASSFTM
# Jurkat NFkB inh = inhibitors of induced NF-kB luciferase reporter, primary screen, TCR NF-kB activation inhibitor project, cell-based, luminescence, uHTS | Jurkat, PMA/ionomycin-induced NF-kB luciferase reporter | inhibition, % at 4 µM | 330,000 tested, 0.53% active; in the data active = inhibition above about 50%
# CHOP UPR activ = activators of apoptotic CHOP UPR arm, primary screen, cell-based, CHO-CHOP luciferase reporter, luminescence, uHTS; UPR activation; percent of tunicamycin response over DMSO baseline; activation, % at 10 µM; 330,000 tested, 0.34% active; AID 449763, 2010;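 active = at 10 µM dose, activation of 40% or more, normalized to positive control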;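 also: 100% = tunicamycin at 10 µg/mL and 0% = DMSO alone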
#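 System: CHO-CHOP luciferase reporter cell line | Buffer or medium: F12 medium containing 10% fetal bovine serum | Doses: One dose, 10 µM in 0.5% DMSO | Times: 6 h compound exposure at 37 °C after overnight seeding | Signal: Luciferase luminescence | Read-out: % activation vs tunicamycin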
# 697 NFkB inh = inhibitors of PMA/ionomycin-induced NF-kB reporter, 697 cells, primary screen, B-cell NF-kB inhibitor project, cell-based, luminescence, uHTS; 697 B-cell NF-kB luciferase reporter, 16 h; inhibition, % at 4 µM; 330,000 tested, 0.33% active; AID 435022, 2010; in the data active = inhibition above about 35%
# CXCR6 block = CXCR6 receptor inhibitors, primary screen, cell-based, beta-arrestin, luminescence, CHO-K1 PathHunter, 1536-well; inhibition, % at 20 µM; 360,000 tested, 0.36% active; in the data active = inhibition above about 34%, passing the limit was not always enough;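 also: antagonist mode with CXCL16 agonist at 10 nM final; 0% = 10 nM CXCL16 with DMSO and 100% = unstimulated wells without agonist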
# Target sequence (O00574 whole entry, looked up): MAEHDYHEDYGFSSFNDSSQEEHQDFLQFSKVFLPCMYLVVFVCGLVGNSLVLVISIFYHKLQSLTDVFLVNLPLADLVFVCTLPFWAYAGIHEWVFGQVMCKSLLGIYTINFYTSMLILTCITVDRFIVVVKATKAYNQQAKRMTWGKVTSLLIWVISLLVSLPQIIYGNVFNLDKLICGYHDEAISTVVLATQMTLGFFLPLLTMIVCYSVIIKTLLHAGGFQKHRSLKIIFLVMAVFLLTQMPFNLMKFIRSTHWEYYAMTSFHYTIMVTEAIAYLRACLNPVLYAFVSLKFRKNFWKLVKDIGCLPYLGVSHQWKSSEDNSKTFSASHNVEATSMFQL
# UPR XBP1 act = activators of adaptive XBP1 UPR arm, primary screen, cell-based, CHO-XBP1 luciferase reporter, luminescence, uHTS | IRE1-XBP1 UPR activation; percent of tunicamycin response, DMSO as zero | activation, % at 20 µM | 330,000 tested, 0.33% active | AID 463104, 2010;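 active = versus positive control, 20 µM dose yields 30% or more activation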;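 also: 100% = tunicamycin at 10 µg/mL and 0% = DMSO only wells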
#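 Material: IRE1-XBP1 luciferase reporter CHO line / Quantity: one thousand reporter cells per well / Buffer or medium: F12 with 10% serum / Compound: 20 µM single concentration, DMSO 1% / Times: 6 h treatment, 37 °C / Detection: Steady-Glo luciferase glow luminescence, 10 min after reagent addition / Benchmarks: tunicamycin high, DMSO low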
# Mdm2-MdmX inh = inhibitors of human Mdm2-MdmX association, primary screen, cell-based, luminescence, split luciferase, SaOS-2, uHTS; inhibition, % at 8 µM; 330,000 tested, 3% active; Protein Mdm4 (Homo sapiens) + E3 ubiquitin-protein ligase Mdm2 (Homo sapiens), …; SaOS-2 split-luciferase Mdm2/MdmX complementation;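 active = inhibition of at least 50% at 8 µM in the primary screen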
# EBI2 antag = EBI2 receptor antagonists, beta-arrestin recruitment, primary screen, cell-based, luminescence, 7a,25-OHC stimulation, uHTS | 360,000 tested, 0.81% active | AID 651636, 2012 | inhibition, % at 5 µM | 7a,25-OHC stimulated | G-protein coupled receptor 183 (Homo sapiens), P32249; in the data active = inhibition above about 38%;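 also: enzyme fragment complementation signal reports receptor beta-arrestin coupling in cells; 0% = agonist plus DMSO wells and 100% = wells without agonist; some results beyond the cut were filed as inactive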
# Target sequence (P32249 whole entry, looked up, the tested form may be a part): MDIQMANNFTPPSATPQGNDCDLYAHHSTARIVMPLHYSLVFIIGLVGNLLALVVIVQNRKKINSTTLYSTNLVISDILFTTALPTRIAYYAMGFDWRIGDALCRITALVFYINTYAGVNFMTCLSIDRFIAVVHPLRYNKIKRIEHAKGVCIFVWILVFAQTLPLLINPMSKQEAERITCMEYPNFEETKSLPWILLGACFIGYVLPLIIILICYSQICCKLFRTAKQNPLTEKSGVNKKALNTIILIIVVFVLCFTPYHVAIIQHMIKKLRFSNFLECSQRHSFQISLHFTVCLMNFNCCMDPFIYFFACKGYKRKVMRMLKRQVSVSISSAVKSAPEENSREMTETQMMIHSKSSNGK
# Gli-Sufu block = Gli-Sufu pathway antagonists, primary screen, luciferase luminescence, Sufu-KO-LIGHT cells, uHTS; Sufu-KO-LIGHT fibroblasts, Gli luciferase reporter luminescence; inhibition, % at 5 µM; 340,000 tested, 0.74% active; AID 588413, 2011;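 active = inhibition above about 55%, limit read from the data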;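 also: 0% = DMSO-treated cells and 100% = wells with medium but no cells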
# Starred values were filed as active, the others as inactive; . = no result given; & = joins results of further samples.
nr	compound	CCR6 antag	Jurkat NFkB inh	CHOP UPR activ	697 NFkB inh	CXCR6 block	UPR XBP1 act	Mdm2-MdmX inh	EBI2 antag	Gli-Sufu block
1	C[C@@H]1CN([C@H](C)CO)C(=O)c2cccc(NC(=O)Nc3ccc(C(F)(F)F)cc3)c2O[C@H]1CN(C)S(=O)(=O)c1cccs1	-13	-2	-0.2	-5	-8	2	57*	13	17
2	Cn1c(SCc2cc(=O)[nH]c3ccccc23)nnc1-c1ccco1	-3	11	-2.4	3	0	-4	-10	-8	5
3	O=c1oc(C2(O)CCCCC2)cc2ccccc12	-10	-5	1.8	3	2	1	8	5	4
4	CN1CCc2c(OCC(=O)N3CCCc4ccccc43)cccc2C1=O	7	5	-0.7	30	-2	-3	16	2	4
5	Cc1c(N2C(=O)CSC2c2ccc([N+](=O)[O-])cc2)c(=O)n(-c2ccccc2)n1C (stereo unspecified)	14	-9	-0.2	1	-4	-2	0	-7	4
6	Cc1cccc(C(=O)N2CCNC(=O)C2CC(=O)Nc2cccc(Cl)c2)c1 (stereo unspecified)	12	-5	-1.0	-8	2	-2	19	-2	-1
7	C[C@@H]1COC(=O)[C@H](Cc2ccc(F)cc2)C/C=C\C[C@@H](CC(=O)N[C@H](CO)Cc2ccccc2)C(=O)N1	-7	-2	0.7	-3	-5	1	-21	2	5
8	C/C(=N/NS(=O)(=O)c1ccc(C)cc1C)c1ccc2c(c1)OCO2	2	-11	1.0	-12	-8	-6	4	-15	4
9	Cc1[nH]nc2c1C(c1ccc(F)cc1)C1=C(CC(C)(C)CC1=O)N2 (stereo unspecified)	-1	-1	1.6	-14	-11	0	-13	-7	0
10	COc1ccc(N=Cc2c(C)[nH][nH]c2=O)cc1	8	5	-1.0	12	-2	0	17	9	0
11	CC1CCCCC1NC(=O)COC(=O)Cc1ccc(Br)cc1 (stereo unspecified)	3	4	-2.7	0	8	0	0	1	2
12	Cc1onc(-c2c(Cl)cccc2Cl)c1NC(=O)N(C)N	7	-5	0.1	-8	8	0	-1	2	6
13	CN(Cc1cn(C)nc1-c1ccccc1F)CC1CCCCO1 (stereo unspecified)	14	1	1.7	17	-2	-2	2	1	14
14	Clc1nc(Cl)nc(-c2cn(-c3ccccc3)c3ccccc23)n1	2	1	0.1	8	.	-2	13	.	-4
15	Cc1ccc(/C=N/NC(=O)c2cc3c(s2)CCCC3)o1	21	3	4.4	5	6	0	-28	7	-9
16	Cc1ccsc1/C=N/NC(=S)NCCc1ccccc1	3	-19	0.5	-16	2	4	-20	6	2
17	Cc1cc(SCC(=O)N(C)c2c(N)n(Cc3ccccc3)c(=O)[nH]c2=O)nc2ccccc12	-2	15	2.2	5	10	6	7	7	-5
18	COc1ccc(C(=O)NNC(=S)NC(=O)c2ccco2)cc1	42	-6	-1.8	-16	15	-1	11	5	8
19	O=[N+]([O-])c1cc(-c2nc(-c3ccncc3)no2)cc([N+](=O)[O-])c1	8	11	4.2	5	-10	-2	-6	-2	-29
20	Cc1ccc(CS(=O)(=O)CC(C)(O)c2ccccc2)cc1 (stereo unspecified)	-1	-12	0.4	-28	-6	-5	-7	-16	10

# Some entries already given, limited to CXCR6 block and 697 NFkB inh:
item	Molecule	CXCR6 block	697 NFkB inh
14	Clc1nc(Cl)nc(-c2cn(-c3ccccc3)c3ccccc23)n1	.	8
10	COc1ccc(N=Cc2c(C)[nH][nH]c2=O)cc1	-2	12
6	Cc1cccc(C(=O)N2CCNC(=O)C2CC(=O)Nc2cccc(Cl)c2)c1 (stereo unspecified)	2	-8

# Carrying on.
nr	compound	CCR6 antag	Jurkat NFkB inh	CHOP UPR activ	697 NFkB inh	CXCR6 block	UPR XBP1 act	Mdm2-MdmX inh	EBI2 antag	Gli-Sufu block
21	S=c1[nH]nc(-c2ccc(Br)cc2)n1Cc1ccco1	6	-5	-2.3	-1	6	-1	9	-1	2
22	CC(C)CNC(=O)COc1ncnc2ccccc12	1	-1	-1.6	10	-4	6	-3	2	6
23	CCN1CCN(CCNC(=O)c2ccc(CS(=O)(=O)c3c(Cl)cccc3Cl)o2)CC1	1	-3	2.6	3	3	-1	-21	6	0
24	Cc1ccc2nc(N3CC(C)OC(C)C3)nc(-c3ccccc3)c2c1 (stereo unspecified)	16	4	-0.2	-18	1	-5	8	-2	-16
25	CN(C)S(=O)(=O)c1cc(NC(=O)c2ccc(-n3ccnc3)c([N+](=O)[O-])c2)ccc1Cl	-19	-6	-2.0	1	-6	-5	12	-2	23
26	CN(C(=O)COc1ncnc2c1cnn2-c1ccccc1)C1CCCCC1	6	-7	1.2	-1	2	-1	17	0	-1
27	Cc1cc2nc(/C=C/c3cccnc3)[nH]c2cc1C	-30	-21	2.8	-142	-9	15	-13	21	25
28	CCN(c1ccccc1)S(=O)(=O)c1ccc2c(c1)CC(C)N2C(=O)C1CC1 (stereo unspecified)	26	3	-0.2	-18	-6	-4	26	1	22
29	O=C(CN1C(=O)NC2(CCCCCCC2)C1=O)Nc1ccc(OC(F)F)cc1	5	-8	2.5	-5	-2	-3	-9	7	-4
30	Cc1ccc(C(=O)N[C@@H](C)CN2C3=NC[C@H](C)N3C[C@H]2Cc2ccc(O)cc2)cc1Br	.	4	0.4	16	.	-2	-10	.	.
31	O=c1[nH]cnc2c1sc1nc(-c3ccccc3)c3c(c12)CCCC3	7	-37	-1.5	-11	-8	7	0	-6	9
32	Cn1ncc(C#N)c1/N=C/N1CCCCCC1	1	5	1.5	-4	-2	-1	21	6	-4
33	COc1cc2[nH]c(=O)n(Cc3ccccc3Cl)c(=O)c2cc1OC	7	-9	0.6	16	2	0	7	-5	55
34	NC(=O)COC(=O)CC1CC2CCC1C2 (stereo unspecified)	11	5	-1.5	2	1	-1	9	-3	1
35	COc1ccc(/C=N\NC(=O)C2CCCC2)cc1Br	2	-29	3.8	-24	1	1	-21	0	-21
36	COc1ccc(/C=C2\SC(=O)NC2=S)cc1OC	42	14	21	-47	17	21	-4	-8	3
37	Cc1nn(S(=O)(=O)c2ccc(Cl)cc2)c(C)c1S(=O)(=O)N1CCOCC1	5	-5	-0.1	-16	-2	-1	3	-9	-4
38	CC(=O)Nc1cccc(OCCCOc2ccc([N+](=O)[O-])cc2)c1	16	-13	1.6	-27	-10	0	1	5	-18
39	O=C(Nc1cccc(C(=O)N2CCOCC2)c1)c1ncn[nH]1	9	-9	0.2	11	0	0	8	-13	4
40	Cc1cc(C)c(NC(=O)COc2nncc3ccccc23)c(C)c1	8	13	0.6	4	-3	0	-29	-6	-8

# The list goes on:
nr	compound	CCR6 antag	Jurkat NFkB inh	CHOP UPR activ	697 NFkB inh	CXCR6 block	UPR XBP1 act	Mdm2-MdmX inh	EBI2 antag	Gli-Sufu block
41	Cc1ccc2nc(N(CCCN(C)C)C(=O)c3ccc(S(=O)(=O)N4CCCCCC4)cc3)sc2c1	10	-8	4.0	17	-8	-4	41	-7	41
42	Cc1cc(NC(=O)CCC(=O)N(CC(=O)NCC2CCCO2)c2ccccc2C)no1 (stereo unspecified)	-3	2	0.3	2	5	-1	12	-5	4
43	O=C(O)c1cc(S(=O)(=O)N2CCCc3ccccc32)ccc1Cl	-8	.	.	.	0	.	.	5	4
44	O=C1OCC/C1=C\c1ccc(O)cc1	2	9	3.1	5	3	2	17	-6	4
45	Cc1cccc(C(=O)NC(NCCc2ccccc2)C(Cl)(Cl)Cl)c1 (stereo unspecified)	16	13	-0.8	-6	4	-1	41	14	26
46	O=c1cc(O)c2c(=O)n(-c3ccccc3)c3c(c2o1)CCCCC3	3	15	5.2	-15	-2	-1	-26	-4	7
47	Cc1c(-c2ccc(Br)cc2)[n+](=O)c2c(n1[O-])CCCC2	-7	4	-1.3	12	14	-2	15	2	-4
48	Cc1nc(Sc2ccc(Br)cc2)c(C#N)c(C)c1[N+](=O)[O-]	13	-22	0.8	-4	-1	11	53*	-32	5
49	CC1CCN(S(=O)(=O)c2ccc3[nH]c(=O)[nH]c3c2)CC1	16	4	0.2	-5	2	2	9	-2	1
50	O=C(CC1C(=O)NCCN1C(=O)Nc1ccc(F)cc1)Nc1ccc(F)cc1 (stereo unspecified)	2	6	-1.3	-5	-5	6	6	-3	8
51	COC(=O)C1=C(C)N(C)C(C)=C(C(=O)OC)C1c1cccc(Br)c1	36	-14	0.1	2	6	0	21	15	2
52	CCOC(=O)[C@@H]1[C@H]2COc3cc(OC)ccc3[C@@H]2N2C(=O)N(c3cccc(C)c3)C(=O)[C@]12C	16	-2	0.6	2	10	-3	-5	6	3
53	CNC(=O)c1cc2c(cn1)[nH]c1ccccc12	1	-11	2.9	-9	-10	2	-19	10	31
54	CN(Cc1cccs1)C(=O)c1cc(S(=O)(=O)N2CCOCC2)ccc1F	3	-4	-0.3	11	5	1	12	5	-2
55	COc1ccccc1-c1coc2c(CN3CCCC(C)C3)c(O)ccc2c1=O (stereo unspecified)	5	-6	0.2	15	-2	0	18	-10	-1
56	CC(C)OC(=O)CC(NC(=O)OC(C)(C)C)c1ccccc1 (stereo unspecified)	7	-22	0.2	-11	.	-4	-14	.	-2
57	Cc1nn(C)cc1S(=O)(=O)Nc1ccc(F)c(F)c1	5	1	-1.4	14	4	0	17	-5	-15
58	COc1ccc(OC)c(C2C(C#N)=C(N)Oc3cc(N)ccc32)c1 (stereo unspecified)	20	13	1.5	9	8	-2	19	9	5
59	CCC(C)Sc1ccc(-c2nc3cc(C)ccn3c2NC2CCCCC2)cc1 (stereo unspecified)	40	-103	14	-85	20&22	5	85*	33&39	0
60	O=C(NCCCCc1ccccc1)C1CC(c2ccccc2C(F)(F)F)=NO1 (stereo unspecified)	11	2	0.1	14	3	2	23	-2	-2

# (list continues)
nr	compound	CCR6 antag	Jurkat NFkB inh	CHOP UPR activ	697 NFkB inh	CXCR6 block	UPR XBP1 act	Mdm2-MdmX inh	EBI2 antag	Gli-Sufu block
61	Cc1ccc(S(=O)(=O)N2CCN(Cc3ccccc3)CC2)cc1	14	10	0.2	9	0	-1	9	5	6
62	CN(C)C1(CNC(=O)c2cccc(S(=O)(=O)NCc3ccccc3)c2)CCCCC1	6	-7	-0.8	14	-3	0	9	-10	6
63	Clc1ccc(C2NCCc3sccc32)cc1 (stereo unspecified)	7	7	-1.5	12	-4	0	21	7	5
64	COc1ccc(CNC(=O)CSc2nccn(-c3ccc(F)c(F)c3)c2=O)cc1	6	1	0.6	9	7	1	15	3	-5
65	COC(=O)c1c(-c2cccnc2)csc1NC(=O)c1cc(C)on1	-2	-174	5.1	-210	-5	6	-149	5	-50
66	CC1(C)CC(=O)C2=C(C1)Nc1[nH]c(=S)[nH]c(=O)c1C2c1ccccc1 (stereo unspecified)	-17	17	-0.6	-8	0	2	5	-11	6
67	COCCn1cnc2c1c(=O)n(Cc1ccc(Br)cc1)c(=O)n2Cc1ccccc1	13	11	1.3	1	12	3	31	1	4
68	O=C(c1cccc(NS(=O)(=O)c2ccc(Br)cc2)c1)N1CCCCC1	-1	18	3.1	25	-4	1	9	-9	1
